Screening results as filed in PubChem.
HT1080-NT tox: qHTS for induction of synthetic lethality in tumor cells producing 2HG: qHTS for the HT-1080-NT fibrosarcoma cell line | Potency, µM (titrated, usually from 46.1 µM), inactives show at the highest dose activity, negative = less viability, hits mostly cytotoxic | hit rate 1.6% among 360,000 | AID 686970, 2013 | HT-1080-NT fibrosarcoma viability, CellTiter-Glo ATP luminescence, 48 h;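 further: NT is the 2HG producing partner of a matched IDH1 knockdown line; potency means the concentration at half of the fitted maximal effect; 0% = DMSO-treated cells and -100% = media-only wells without cells; nearly all actives have a fitted effect of over 55% in size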
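Toxicity toward the 2HG-producing NT line was scored as %Activity, normalised to DMSO and no-cell wells, from CellTiter-Glo luminescence after 48 hours' treatment.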
IL1B secr inh: qHTS for Inhibitors of Inflammasome Signaling: IL-1-beta AlphaLISA Primary Screen; THP-1 LPS/ATP IL-1B secretion, AlphaLISA, 16 h; stronger effect = lower value; hit rate 4.7% among 360,000; activity change, % at 57.5 µM; in the data active means activity change below about -50%; inconclusive means mostly about -30% to -49%; further: on the % scale 0 is the no-effect control and ±100 the full control effect
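Secreted IL-1B measured by AlphaLISA bead assay after 16 h compound exposure of THP-1 cells; compounds (final up to 57.5 uM) added 1 h before LPS (250 ng/mL) and ATP (1.25 mM) stimulation; lower signal means less secretion.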
MCF10A rerep: A quantitative high throughput screen for small molecules that induce DNA re-replication in MCF 10a normal breast cells; MCF 10A DNA re-replication, Hoechst nuclear intensity, 48 h; hit rate 2.9% among 350,000; Potency, µM (top dose mostly 46.1 µM), inactives show at the highest dose activity, positive = re-replication, actives largely listed as activators; further: potency means the concentration at half of the fitted maximal effect; % of control where 0% means no effect; nearly all actives have a fitted effect of over 50% in size
HT1080 IDH1KD tx: qHTS for induction of synthetic lethality in tumor cells producing 2HG: qHTS for the HT-1080-IDH1KD cell line; HT-1080 IDH1 knockdown viability, ATP luminescence, 48 h; Potency, µM (top dose mostly 46.1 µM), without a hit: at the top dose activity, negative = toxicity, actives largely listed as cytotoxic; hit rate 2% among 360,000; AID 686971, 2013;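 further: potency means the concentration at half of the fitted maximal effect; 0% = DMSO wells and -100% = cell-free medium wells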
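Luminescent ATP read-out (CellTiter-Glo, 10 min at room temperature) after 48 h compound exposure at 37 °C gave viability of IDH1-knockdown HT-1080 cells. Activity was normalised to DMSO and cell-free wells, then fitted as concentration-response curves.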
ATXN2 expr inh: Primary qHTS for Inhibitors of ATXN expression; HEK-293 ATXN2-luciferase reporter, luminescence, 24 h; Potency, µM (doses to about 57 µM), for the others: top-dose activity change, negative = inhibition, actives largely listed as inhibitors; hit rate 0.72% among 360,000; AID 1745845, 2022; further: potency means the concentration at half of the fitted maximal effect; on the % scale 0 is the no-effect control and ±100 the full control effect; nearly all actives have a fitted effect of over 55% in size
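ATXN2-luciferase reporter cells (luciferase flanked by upstream and downstream ATXN2 gene portions) were treated 24 h at 37 °C with compounds at up to 57 uM. SteadyGlo luminescence gave expression; GF-AFC fluorescence gave viability.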
SW480 rereplic: A quantitative high throughput screen for small molecules that induce DNA re-replication in SW480 colon adenocarcinoma cells; SW480 DNA re-replication, Hoechst DNA content imaging, 48 h; Potency, µM (top dose mostly 46.1 µM), inactives show top-dose re-replication activation, hits mostly activators; hit rate 1.8% among 340,000; further: potency means the concentration at half of the fitted maximal effect; % of control where 0% means no effect; nearly all actives have a fitted effect of over 55% in size
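250 cells/well; 23 nL cpd via pin tool; 48 hr, 37 C, 5% CO2; Hoechst 40 min; imager read of total nuclear intensity, ex 405/em 500-530 nm.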
KB-V1 MDR tox: qHTS assay for MDR1-selective chemotherapeutics: Primary screen using the drug-selected MDR subline cells KB-V1; KB-V1 MDR cells viability, CellTiter-Glo, 72 h; Potency, µM (titrated, usually from 46.1 µM), for inactives: top-dose activity change, negative = cytotoxicity, usual class: cytotoxic; hit rate 3.4% among 400,000; AID 1347076, 2019; further: potency means the concentration at half of the fitted maximal effect; on the % scale 0 is the no-effect control and ±100 the full control effect; nearly all actives have a fitted effect of over 60% in size
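Readout: CellTiter-Glo luminescence, 10 min after addition. Cells: KB-V1 MDR subline, 72 h at 37 degrees C with compound. Analysis: corrected, normalized data fitted to concentration-effect curves.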
KB-3-1 cytotox: qHTS assay for MDR1-selective chemotherapeutics: Primary screen using the parental adenocarcinoma cell KB-3-1 | hit rate 1.4% among 400,000 | Potency, µM (top dose mostly 46.1 µM), for the others: top-dose activity change, negative = cytotoxic, usual class: cytotoxic | KB-3-1 viability, CellTiter-Glo ATP luminescence, 72 h | AID 1347075, 2019; further: potency means the concentration at half of the fitted maximal effect; on the % scale 0 is the no-effect control and ±100 the full control effect; nearly all actives have a fitted effect of over 60% in size
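Parental KB-3-1 adenocarcinoma cells in phenol-red-free DMEM with 10% FBS were pin-treated with compounds at several concentrations, incubated 72 h at 37 °C, and viability read by CellTiter-Glo luminescence; concentration-effect curves were fitted after normalization.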
S2 tox: Viability Counterscreen for Primary qHTS for Inhibitors of ATXN expression; hit rate 0.49% among 400,000; S2 cells (HEK-293 line with an ATXN2-luciferase reporter) viability, CellTiter-Fluor protease fluorescence, 24 h; Potency, µM (series often up to 56.7 µM), usual class: cytotoxic; further: potency means the concentration at half of the fitted maximal effect; nearly all actives have a fitted effect of over 40% in size
Starred values were filed as active, the others as inactive; i = inactive; ? = inconclusive; nt = no result given; [ ] = another dose, or the depositor's remark. Unless noted, the call rests on the fitted dose curve; in most records, active means well fitted curve in the direction sought with a large enough effect; inconclusive means small, poorly fitted or top-dose-only effect, or another doubt; inactive means no such curve, though single readings can be large; an effect the other way counts as inactive or inconclusive.

SMILES	HT1080-NT tox	IL1B secr inh	MCF10A rerep	HT1080 IDH1KD tx	ATXN2 expr inh	SW480 rereplic	KB-V1 MDR tox	KB-3-1 cytotox	S2 tox
O=C(Cc1ccc(-n2c(=O)[nH]c3ccsc3c2=O)cc1)NCc1cccnc1	5%	10	-5%	0%	4%	-3%	7%	28%	i
CN(C)S(=O)(=O)c1cccc(NC(=O)COC(=O)/C=C/c2ccc(Br)o2)c1	0%	16	1%	0%	2%	-2%	1%	4%	i
CC1=C(C(=O)N2CCOCC2)CC(CC(=O)NC2CCCCC2)C(=O)N1Cc1ccc(C(C)(C)C)cc1 (stereo unspecified)	17%	-13	nt	-3%	-16%	nt	0%	0%	i
CCOc1cc(/C=C/C(=O)OCC(=O)NCc2ccco2)cc(Cl)c1OC	-1%	-4	?	-9%	-5%	1%	0%	-5%	i
COc1cc(C=C(OC(C)=O)c2ccc3c(c2)OCO3)cc(OC)c1OC	-12%	25	nt	-11%	-23%	nt	?	3%	i
COc1cc(/C=C/c2ccc(O)cc2)cc(OC)c1	-2%	-22	18%	-2%	9%	?	18%	0%	i
CCOc1ccc(N(C(=O)CNC(=O)c2ccco2)C(C(=O)NCC2CCCO2)c2ccccc2)cc1 (stereo unspecified)	3%	-1	2%	0%	-9%	-3%	-21%	10%	i
O=C(CSC1CC(=O)N(CC(c2ccccc2)c2ccccc2)C1=O)Nc1ccc(Cl)cc1 (stereo unspecified)	?	-26	?	?	-24%	12%	?	-8%	i
CC(C)CN(C(=O)COc1ccc(Br)cc1C=O)C1CCS(=O)(=O)C1 (stereo unspecified)	2%	-3	9%	3%	9%	15%	8%	-6%	i
CCCCN(C(=O)CNC(=O)c1cccs1)C(C(=O)NC1CCCCC1)c1cccnc1 (stereo unspecified)	-9%	13	-3%	0%	-2%	0%	4%	10%	i
O=C(NCCN1CCCC(O)C1)c1cc(COc2cccc(C(F)(F)F)c2)on1 (stereo unspecified)	-15%	20	nt	5%	nt	nt	7%	-5%	i
CCC1CN(C(=O)Nc2cc(OC)cc(OC)c2)c2ccccc2S1 (stereo unspecified)	nt	nt	nt	nt	3%	nt	-6%	-6%	i

The final 2 entries of the section above come first, to join the parts.
SMILES	HT1080-NT tox	IL1B secr inh	MCF10A rerep	HT1080 IDH1KD tx	ATXN2 expr inh	SW480 rereplic	KB-V1 MDR tox	KB-3-1 cytotox	S2 tox
O=C(NCCN1CCCC(O)C1)c1cc(COc2cccc(C(F)(F)F)c2)on1 (stereo unspecified)	-15%	20	nt	5%	nt	nt	7%	-5%	i
CCC1CN(C(=O)Nc2cc(OC)cc(OC)c2)c2ccccc2S1 (stereo unspecified)	nt	nt	nt	nt	3%	nt	-6%	-6%	i
CC(=O)Nc1nnc(SCC(=O)NCCOc2ccccc2)s1	12%	-4	-3%	15%	-1%	-7%	?	-1%	i
COC(=O)Cc1ccc(OC(=O)CCS(=O)(=O)c2ccc(C)cc2)cc1	4%	7	-1%	5%	-11%	-3%	3%	1%	i
COc1cccc(NC(=O)CN(C)C(=O)c2ccc3ccccc3c2)c1	4%	17	-3%	-4%	4%	-3%	21µM*	3%	i
Cc1ccccc1NS(=O)(=O)c1ccc(NC(=O)CSCc2ccc(Br)cc2)cc1	-27%	-4	23%	-25%	0%	9%	5%	0%	i
CC(C)N1CCC(N2CCN(Cc3ccc(Oc4ncccn4)cc3)CC2CCO)CC1 (stereo unspecified)	12%	-3	-11%	12%	2%	-6%	19%	9%	i
COc1ccc(N2CCN(S(=O)(=O)c3c(C)noc3/C=C/N(C)C)CC2)cc1	1%	-5	0%	-11%	-14%	27%	-16%	3%	i
O=C1CC(c2c(F)cccc2Cl)C(n2cncn2)C(O)=C1C1NCCc2ccccc21 (stereo unspecified)	19%	-6	5%	15%	-5%	-5%	2%	-14%	i
NCC12CC3CC(C1)CC(CN)(C3)C2	-14%	0	2%	-17%	-6%	-2%	-3%	-1%	i
Cn1c(-c2ccccc2)cnc1NCc1ccccc1	-8%	-1	23%	-13%	nt	?	?	?	i
Nc1ccc(/C=C/c2ccc(N)cc2S(=O)(=O)O)c(S(=O)(=O)O)c1	nt	nt	-10%	nt	8%[0.709 µM]	-3%	nt	nt	i[0.575 µM]
COc1ccccc1-n1cnnc1SCC(=O)N1CC(=O)Nc2ccccc21	22%	26	-3%	12%	6%	-1%	2%	-10%	i
CCOC(=O)C(C)Oc1ccsc1C(=O)OC (stereo unspecified)	14%	21	-25%	1%	9%	-2%	27%	-5%	i
CC(/C=N/NC(=O)c1ccccc1F)c1ccccc1 (stereo unspecified)	-2%	-5	-6%	0%	8%	-6%	-4%	-9%	i
CC(=O)Nc1ccc2c(c1)ncn2-c1ccc(C)cc1	22%	-2	0%	10%	23%	-10%	-1%	-1%	i
O=C(NCc1ccccc1)C1c2ccccc2OCC(=O)N1CCc1ccccc1 (stereo unspecified)	20%	11	nt	9%	18%	nt	10%	13%	?
O=C(NC1CCCC1)c1ccc2c(c1)S(=O)(=O)c1ccccc1C2=O	5%	-18	-21%	0%	7%	-4%	-14%	41%	i
CC(OC(=O)c1ccccc1OCc1ccc(Cl)cc1)C(N)=O (stereo unspecified)	-3%	7	1%	-11%	-15%	3%	?	-29%	i
Cc1cc(=O)[nH]c(SCC(=O)Nc2ccc(F)c([N+](=O)[O-])c2)n1	2%	9	2%	6%	-17%	-2%	2%	4%	i
Cc1c(Cl)ccc2c(C(N)=O)cc(-c3ccccn3)nc12	18%	-5	3%	-2%	-8%	-3%	-2%	-2%	i
c1ccc(CNc2nc(-c3ccccn3)nc3ccccc23)cc1	?	-71*	13%	?	?	24%	-3%	16µM*	i
COc1ccc(F)c(CN2CCC(CO)(Cc3cccc(C(F)(F)F)c3)CC2)c1	?	?	?	-25%	-36%	4%	-4%	4%	i
CCOc1ccc(NS(=O)(=O)c2ccc(NS(=O)(=O)c3cccs3)cc2)cc1	-17%	23	1%	-6%	-8%	-11%	-15%	-8%	i
CCc1ccc(OC(=O)Cc2ccc(OC)c(S(=O)(=O)N3CCOCC3)c2)cc1	-1%[9.24 µM]	-6	-2%	0%	8%	-11%	?	20%	i
O=C(Cn1ncc2c(Cl)cccc21)NCc1cccc(Cl)c1	nt	nt	nt	nt	-3%	nt	16%	7%	i
O=C(N/N=C/C=C\c1ccccc1)c1cnccn1	13%	-11	0%	17%	15%	0%	10%	-7%	i
CCOC(=O)C1CCN(C(=O)c2cc3c(C)cc(C)cc3[nH]2)CC1	?	12	-9%	11%	nt	14%	?	4%	i
COC(=O)C1=C(C)N(Cc2ccccc2)C(=O)N[C@H]1c1cccc(C(F)(F)F)c1	-15%	-20	3%	-14%	-10%	-1%	-5%	-5%	i
Nc1nnc(SCC(=O)Nc2ccccc2N2CCOCC2)s1	10%	-4	-5%	1%	0%	0%	?	0%	i
C=CCn1c(COc2ccccc2)nnc1SCc1ccc(C#N)cc1	-1%	-3	-1%	0%	4%	-1%	-13%	3%	i
COC(=O)NNC(=O)COc1cc(C)c(Br)cc1C(C)C	-7%	-1	-1%	-15%	-12%	-189%[inhibitor]	0%	20%	i
Cc1noc(C)c1S(=O)(=O)N1CCC(C(N)=O)CC1	2%	-6	-3%	-4%	-8%	39%	4%	-13%	i
COc1ccccc1OCc1ccc(C(=O)NCC2CCCO2)o1 (stereo unspecified)	0%	-4	-1%	-6%	-6%	0%	?	2%	i
COc1ccc(S(=O)(=O)N2CCCCC2)cc1NC(=O)c1cccc(S(=O)(=O)N2CCOCC2)c1	3%	0	3%	6%	-15%	2%	1%	13%	i
COc1ccc(/C=C(\C#N)C(=O)NCc2cccs2)cc1OC	-3%	?	-8%	-4%	-11%	3%	0%	10%	i
O=C(C1=C[C@@H](c2ccc3c(c2)OCO3)C[C@@H](OCCCCO)O1)N1CCN(Cc2ccc3c(c2)OCO3)CC1	-5%	-26	?	-2%	-10%	-12%[9.22 µM]	14%	-4%	i
Cc1ccccc1OCC(=O)N/N=C/C=C/c1ccccc1	0%	-7	8%	5%	2%	3%	12%	11%	i
C/C(=N\Nc1cccc([N+](=O)[O-])c1)c1ccccc1O	?	-22	-31%[inhibitor]	?	28%	-5%	?	-17%	i
Cc1cccn2c(=O)c3cc(C#N)c(=NC(=O)c4cccs4)n(CCCOC(C)C)c3nc12	0%	-16	?	2%	-15%	21µM*	?	0%	nt
N#CCCn1cc(C(=O)CN2C(=O)C(=O)N(C3CCCC3)C2=O)c2ccccc21	16%	16	-3%	16%	-5%	-2%	17%	21%	i
Cc1c(NC(=O)NC(C)N2C(=O)C3C4C=CC(C4)C3C2=O)c(=O)n(-c2ccccc2)n1C (stereo unspecified)	12%	6	-3%	21%	5%	0%	13%	7%	i
CN(Cc1ccc(F)cc1)C(=O)c1cccc(S(=O)(=O)NCc2ccccc2)c1	-5%	-5	0%	-2%	-10%	-114%[inhibitor]	-14%	-1%	i
Cn1c(=O)oc2cc(S(=O)(=O)N3CCC(C(=O)Nc4ccc(F)c(Cl)c4)CC3)ccc21	nt	nt	nt	nt	1%	nt	0%	0%	i
O=[N+]([O-])c1ccccc1-c1ccc(CN2CCN(c3ccccc3)CC2)o1	5%	8	8%	-1%	-1%	-2%	0%	13%	i
c1ccc(CSc2nnc(-c3sccc3-n3cccc3)o2)cc1	-6%	-7	?	-6%	6%	0%	-14%	1%	i
